High-throughput results (PubChem BioAssay)
GLP-1R agonist = activates the human GLP-1 receptor; P43220; 380,000 tested, 0.007% active; AID 624172; HEK293 GLP-1R CRE-luciferase, luminescence, 4-6 h; cells express a hypersensitive GLP-1R form; Potency, µM (highest dose often 45.6 µM), for inactives: top-dose activation, most hits filed as activators; note: potency is the fitted concentration of half-maximal effect; % of control where 0% means no effect
Target sequence (P43220 whole entry, looked up): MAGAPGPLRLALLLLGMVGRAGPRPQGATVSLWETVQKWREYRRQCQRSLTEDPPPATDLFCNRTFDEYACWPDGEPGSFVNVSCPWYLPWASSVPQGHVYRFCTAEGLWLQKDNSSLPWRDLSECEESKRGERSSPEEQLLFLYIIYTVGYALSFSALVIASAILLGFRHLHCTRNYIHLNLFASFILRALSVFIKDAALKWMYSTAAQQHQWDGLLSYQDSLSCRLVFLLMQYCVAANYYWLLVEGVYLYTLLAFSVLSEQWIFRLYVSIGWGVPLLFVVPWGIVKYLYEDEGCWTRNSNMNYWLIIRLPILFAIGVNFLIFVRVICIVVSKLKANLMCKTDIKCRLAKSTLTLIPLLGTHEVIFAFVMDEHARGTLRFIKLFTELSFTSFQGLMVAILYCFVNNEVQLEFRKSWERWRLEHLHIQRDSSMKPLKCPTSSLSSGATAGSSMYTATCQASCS
D3 ag = agonists of human D3 dopamine receptor | AID 652048 | D3R DiscoveRx beta-arrestin cells, luminescence, 90 min | 410,000 tested, 0.58% active | P35462 | max activation, %; in the data active = max activation above about 30%; note: 0% is about no effect; mostly tested at two doses, the higher about 12 µM
Target sequence (P35462 whole entry, looked up): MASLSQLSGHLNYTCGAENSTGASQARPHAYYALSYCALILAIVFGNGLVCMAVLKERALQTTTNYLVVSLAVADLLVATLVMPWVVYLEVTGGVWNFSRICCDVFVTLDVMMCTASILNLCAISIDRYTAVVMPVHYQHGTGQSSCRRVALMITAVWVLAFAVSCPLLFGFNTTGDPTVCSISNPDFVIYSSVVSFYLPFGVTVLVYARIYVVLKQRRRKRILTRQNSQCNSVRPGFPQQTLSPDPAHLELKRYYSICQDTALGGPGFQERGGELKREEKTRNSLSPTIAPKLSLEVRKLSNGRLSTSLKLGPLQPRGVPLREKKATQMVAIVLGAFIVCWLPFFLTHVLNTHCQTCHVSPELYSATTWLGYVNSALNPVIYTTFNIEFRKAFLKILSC
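Cells at 1500/well, incubated overnight, then treated with pinned compounds (dopamine as control) for 90 min at 37 degrees C. DiscoveRx reagent added for 30 - 60 minutes at room temperature; luminescence read.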
GLP-1R inv ag = inverse agonists of human GLP-1 receptor; P43220; HEK293 GLP-1R CRE-luciferase, luminescence, 24 h; GLP-1R form is constitutively active; 410,000 tested, 1.6% active; Potency, µM (highest dose often 38.3 µM), without a hit: at the highest dose activity change, negative = inhibition, hits mostly inhibitors; note: potency is the fitted concentration of half-maximal effect; % is set by controls: 0 for no effect and ±100 for the full control effect; nearly all actives have a fitted effect of over 55% in size
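Cells are plated, allowed 12 hours at 37 deg C, then treated with compounds for 24 hr before luciferase detection reagent is added and luminescence is read after 12 min at room temperature. The HEK293 line carries constitutively active GLP-1R with a cAMP-responsive reporter.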
PTHR1 agonist = agonists of human PTHR1 parathyroid hormone receptor. Q03431. Potency, µM (titrated, usually from 115 µM), for inactives: top-dose activation, usual class: activators. HEK293 GP2 PTHR1 cells, GloSensor cAMP luminescence, 1 h. 410,000 tested, 0.075% active; note: potency is the fitted concentration of half-maximal effect; nearly all actives have a fitted effect of over 55% in size; some results filed as inactive show a strong effect at the top dose; inactives centre near -15; many of its hits are not listed in these tables
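HEK-293-derived GP2 cells expressing PTHR1 and a GloSensor cAMP reporter, 3,000/well, plated overnight, given luciferin plus IBMX (each 0.5 mM as added) for 1 h at 37 °C, then compound for 1 h at 37 °C. Luminescence was read after 15 min at room temperature.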
HEK293 tox = cytotoxicity counter-screen for GLP-1 receptor inverse agonists | HEK293 cAMP-luciferase reporter cells, luminescence, 24 h | Potency, µM (titrated, usually from 38.3 µM), for the others: at the top dose activity change, negative = inhibition, usual class: inhibitors | 410,000 tested, 0.13% active;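 note: loss of luciferase light is scored as toxicity; potency is the fitted concentration of half-maximal effect; % is set by controls: 0 for no effect and ±100 for the full control effect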
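Cells in DMEM/10% Nu serum/1% pen-strep, 1536-well format. Pre-incubated 12 h, dosed with 23 nL compound, incubated a further 24 h. Luciferase detection, 12 min at room temp, luminescence.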
aSyn rescue = alpha-synuclein toxicity inhibition in yeast; Yeast expressing alpha-synuclein, growth rescue, BacTiter-Glo, 24 h; Potency, µM (doses to about 46.1 µM), for inactives: at the highest dose growth rescue (activation), most hits filed as activators; 370,000 tested, 0.14% active; note: potency is the fitted concentration of half-maximal effect; % of control where 0% means no effect; nearly all actives have a fitted effect of over 65% in size
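Galactose-induced alpha-syn yeast (OD600=0.02, raffinose-pregrown) + pinned cpd, 24 hr, 30 deg C; growth by BacTiter-Glo luminescence. Growth restoration scores as activation.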
TDP43 rescue = TDP-43 toxicity inhibition in yeast | TDP-43 expressing yeast growth rescue, BacTiter-Glo, 24 h | Potency, µM (top dose mostly 46.1 µM), inactives show top-dose growth rescue (activation), most hits filed as activators | AID 652104 | 410,000 tested, 1.8% active; note: potency is the fitted concentration of half-maximal effect; % of control where 0% means no effect; nearly all actives have a fitted effect of over 50% in size
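Cell-based yeast growth screen: TDP-43 expression induced in galactose, inoculum OD600=0.02 after raffinose pregrowth to mid-log. Read-out BacTiter-Glo luminescence at 24 hr, 30 deg C; inhibition of toxicity seen as signal increase.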
KB-V1 cytotox = kills drug-selected multidrug resistant KB-V1 cells; KB-V1 MDR cells viability, CellTiter-Glo, 72 h; Potency, µM (titrated, usually from 46.1 µM), for inactives: top-dose activity change, negative = cytotoxicity, most hits filed as cytotoxic; 400,000 tested, 3.4% active; note: potency is the fitted concentration of half-maximal effect; % is set by controls: 0 for no effect and ±100 for the full control effect; nearly all actives have a fitted effect of over 60% in size
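Potencies derive from concentration-effect curves fitted to normalized luminescence (CellTiter-Glo) of KB-V1 cells treated for 72 h at 37 degrees C in phenol-red-free DMEM containing 10% FBS.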
DRD3 antagonist = blocks the human D3 dopamine receptor | max response, negative = inhibition, % | D3R cells, DiscoveRx beta-arrestin luminescence, antagonist mode; hits give low values | 360,000 tested, 2.5% active | P35462; in the data active = max response below about -50%; inconclusive = no clear call, values can overlap the other calls; note: % is set by controls: 0 for no effect and ±100 for the full control effect; mostly tested at two doses, the higher about 12 µM
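Cells plated overnight at 1500 cells/well, then exposed to library compounds with dopamine controls for 90 minutes at 37 degrees C. DiscoveRx reagent added for 30–60 minutes at room temperature; luminescence read, quantitative HTS format.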
Starred values were filed as active, the others as inactive; i = inactive; u = inconclusive; x = no result given; & = joins results of further samples; [ ] = another dose, or the depositor's remark. Unless noted, calls come from the whole dose curve; as a rule, active = well fitted curve in the direction sought with a large enough effect; inconclusive = small, poorly fitted or top-dose-only effect, or another doubt; inactive = no such curve, though single readings can be large; an effect the other way counts as inactive or inconclusive. An excerpt; the hit share may differ from the screen's.

SMILES | GLP-1R agonist | D3 ag | GLP-1R inv ag | PTHR1 agonist | HEK293 tox | aSyn rescue | TDP43 rescue | KB-V1 cytotox | DRD3 antagonist
O=C(CC[C@H]1O[C@@H](n2ccc(=O)[nH]c2=O)[C@H](O)[C@@H]1O)N[C@H](Cc1ccccc1)C(=O)NCC1CCCO1 (stereo not given in full) | -1.0% | -12.4 | 16.2% | -21.0% | 1.0% | -6.7% | 4.1% | 0.0% | 0.0
C#CCN1C=C(C(=O)OCC)C(C)N(Cc2ccccc2I)S1(=O)=O (stereo not given) | 8.9% | -25.0 | u | -24.9% | -21.4% | 19.5% | 18.1% | 0.0% | -13.7
Cn1cc([N+](=O)[O-])c(C(=O)Nc2cc(Oc3cccnc3)cc([N+](=O)[O-])c2)n1 | -4.9% | 3.7 | 65.3%[activator] | -3.9% | -31.8% | 14.5% | -5.8% | u | u
COC(=O)[C@H](Cc1ccc(O)cc1)NC(=O)Cn1cnc2c(SC)nc(N)nc21 | -4.3% | -5.9 | 7.8% | -11.4% | -5.6% | 0.6% | 14.4% | 0.0% | -13.0
COc1ccccc1NC(=O)CSc1nc2ccccc2c(=O)n1C | -1.7% | 7.6 | 25.4% | -15.3% | -25.3% | 7.1% | u | u | 61.3
CCn1c(SCC(=O)N(C)c2c(N)n(Cc3ccccc3)c(=O)[nH]c2=O)nc2ccccc21 | 0.4% | -4.5 | 6.0% | i | -7.3% | 1.8% | 3.1% | 7.9% | -3.1
CCS(=O)(=O)Nc1c(C)n(C)n(-c2ccccc2)c1=O | -3.2% | 8.6 | 3.0% | i | -4.7% | 1.1% | -13.8% | 1.8% | -10.1
CCn1c(C)c(C)c2cc(C(=O)NCc3ccc(F)cc3)ccc21 | x | -17.3 | -23.0% | -10.8% | -2.9% | x | u | 0.4% | x
COc1ccc(/C=C2\OC(=S)N(C)C2=O)cc1 | -0.7% | 6.1 | 5.9% | -6.6%[57.5 µM] | 8.4% | -9.3% | -31.4%[inhibitor] | 0.8% | 10.7
Cc1cc(NC(=O)CCC(=O)N(Cc2ccco2)C(C(=O)NC2CCCC2)c2ccccc2C)no1 (stereo not given) | -2.9% | 0.9 | -29.4% | 4.5% | -10.4% | -4.6% | -10.1% | -7.5% | -20.5
c1ccc(CNCCC(Cc2ccccc2)c2ccco2)cc1 (stereo not given) | -5.7% | -34.3 | 8.91µM* | -10.3% | u | 4.9% | -7.7% | u | -10.4
Cn1c(=O)c(C(=O)NC2CCCCCCC2)c(O)c2ccccc21 | -7.9% | 4.4 | -4.2% | i | -1.3% | 16.4% | -20.7% | 20.6µM* | 5.2
O=C(c1ccc(Nc2nc3ccccc3n3nnnc23)cc1)N1CCN(c2cccc(C(F)(F)F)c2)CC1 | x | 8.1 | -9.2% | 1.2% | -8.2% | x | 0.0% | -0.5% | x
CN(C)S(=O)(=O)c1cc(NC(=O)CN2C(=O)NC3(CCCc4ccccc43)C2=O)ccc1Cl (stereo not given) | 0.7% | -5.6 | 15.9% | i | -10.4% | 5.4% | 7.1% | 0.0% | -14.3
CC1=C2C3OC(=O)C(C)[C@@H]3CC[C@](C)(O)C2C2C3C4C5(C12)[C@H]1OC(=O)[C@@H](C)C1CC[C@]4(C)O[C@]5(C)[C@@H]3O (stereo not given in full) | 9.1% | -1.2 | 6.0% | i | -11.3% | 0.2% | 12.7% | 18.6% | -2.3
Cc1ccc(NC(=O)c2cc(C)nc3ccccc23)c(C)c1 | 4.7% | 4.7 | 4.3% | -16.4% | -24.0% | -1.7% | -4.5% | 4.9% | -1.4
CCCCn1c(N)c(N(CCOC)C(=O)c2ccc(Br)o2)c(=O)[nH]c1=O | -9.6% | 1.4 | 4.1% | -14.7% | 3.5% | 1.7% | u | u | 1.4
CCOc1ccccc1NC(=O)CCC(=O)Nc1ccc2nc(N3CCN(C)CC3)cc(C)c2c1 | 13.7% | -16.0 | -11.1% | -7.4% | -9.0% | -8.1% | 5.3% | -8.1% | u
Nc1ccc(C(=O)N/N=C/c2ccccc2)cc1 | 5.0% | 0.8 | -2.6% | -3.6%[57.5 µM] | -5.3% | -7.6% | 4.3% | 7.9% | -21.4
Cc1cc(C)cc(N(C(=O)c2snc(C(N)=O)c2N)C(C(=O)NCC2CCCO2)c2cccs2)c1 (stereo not given) | 7.2% | 2.0 | 23.8%[7.66 µM] | -31.9%[inhibitor] | 4.7%[7.66 µM] | 0.2% | 17.2%[9.22 µM] | u | 9.7
O=C(Nc1ccc(N2CCN(C(=O)c3ccco3)CC2)cc1)c1cccs1 | -3.5% | 0.3 | -1.0% | -19.4% | -11.1% | -4.8% | 11.3% | -29.4% | 43.8
COc1ccccc1/C=C/C1=NC(=C\C=C/c2ccccc2)/C(=O)O1 | -1.4% | 1.6 | -12.2% | -19.5% | -14.5% | -2.4% | 16.8% | -11.3% | 1.2
COc1cccc(CNc2ncnc3cc(Cl)ccc23)c1 | -4.4% | 0.4 | -28.7% | -16.0% | -5.3% | -14.1% | -13.2% | u | -3.5
C#Cc1ccc([C@H]2C=C(C(=O)N3CCN(Cc4ccccc4)CC3)O[C@@H](OCc3ccc(CO)cc3)C2)cc1 | -3.0% | -20.8 | u | i | -4.4% | 7.7% | -1.0% | 7.1% | -14.4
O=C(CSc1ncn[nH]1)Nc1ccc(S(=O)(=O)Nc2ncccn2)cc1 | -8.3% | 3.6 | 19.5% | -24.3% | 14.3% | -5.1% | 0.1% | -29.7% | 22.4

Complete entries as entered above.
Results for COc1ccccc1/C=C/C1=NC(=C\C=C/c2ccccc2)/C(=O)O1 : GLP-1R agonist: -1.4%; D3 ag: 1.6; GLP-1R inv ag: -12.2%; PTHR1 agonist: -19.5%; HEK293 tox: -14.5%; aSyn rescue: -2.4%; TDP43 rescue: 16.8%; KB-V1 cytotox: -11.3%; DRD3 antagonist: 1.2
Results for Nc1ccc(C(=O)N/N=C/c2ccccc2)cc1 : GLP-1R agonist: 5.0%; D3 ag: 0.8; GLP-1R inv ag: -2.6%; PTHR1 agonist: -3.6%[57.5 µM]; HEK293 tox: -5.3%; aSyn rescue: -7.6%; TDP43 rescue: 4.3%; KB-V1 cytotox: 7.9%; DRD3 antagonist: -21.4

Next compounds:
SMILES | GLP-1R agonist | D3 ag | GLP-1R inv ag | PTHR1 agonist | HEK293 tox | aSyn rescue | TDP43 rescue | KB-V1 cytotox | DRD3 antagonist
OC(COc1ccc(Cl)cc1Cl)CN1CCc2ccccc2C1 (stereo not given) | -0.3% | -11.3 | u | i | u | 6.2% | 6.8% | -15.0% | -102.9*
Cc1cccc(/C=N/n2c(COc3ccccc3)n[nH]c2=S)c1 | 6.2% | 4.5 | 2.5% | -9.3% | -11.7% | 0.7% | 29.3% | u | -9.9
CC(=O)NCCC(=O)Nc1cc(S(=O)(=O)N2CCOCC2)ccc1N1CCCC1 | 2.3% | -21.6 | 4.9% | i | -0.9% | -0.3% | -2.8% | 1.9% | -5.7
CCOc1ccc(S(=O)(=O)Nc2ccc(OC)c(Cl)c2)c2cccnc12 | x | 6.4 | 1.0% | i | 2.4% | x | 12.3% | 2.4% | x
COc1ccc(-n2ccn(CC(=O)Nc3ccccc3OC)c(=O)c2=O)cc1 | 3.2% | 0.2 | -24.6% | -8.6% | -24.0% | -2.5% | 14.0% | 16.9% | -11.6
Cc1cc(N2CCOCC2)nc2ccc(NC(=O)C3CCCCC3)cc12 | 12.8% | x | x | -24.8% | x | 3.3% | x | 2.1%&16.7% | x
Cc1cc(C)nc(SCC(=O)OCC(=O)N(C)c2c(N)n(Cc3ccccc3)c(=O)[nH]c2=O)n1 | -8.2% | -4.1 | 10.8% | -15.1% | -14.4% | 0.4% | 18.3% | x | 14.0
O=[N+]([O-])c1ccc(NC(=S)N2CCN(c3ccccc3)CC2)cc1 | 1.2% | -12.0 | 14.3% | -8.5% | -3.9% | -1.3% | 25.5% | 5.8% | 12.0
COc1cc2c(=O)n(Cc3ccccc3Cl)c(=O)n(CC(=O)Nc3ccccc3)c2cc1OC | 0.4% | -4.1 | -9.3% | -15.4% | -3.5% | x | 17.0% | 26.6% | x
CCCCn1c(-c2ccccc2C)nc2cc3[nH]c(=O)c(C(C)C)nc3cc21 | 6.9% | 0.0 | u | i | -4.3% | -3.3% | -8.4% | -5.8% | -63.8*
CCCC(C)C1c2c(c(C)c(C)oc2=O)Oc2c(C)c(C)oc(=O)c21 (stereo not given) | 5.5% | 9.6 | u | -36.2%[inhibitor] | u | 0.9% | 13.8% | -11.0% | 6.0
Cc1cc(S(=O)(=O)N2CCCCC2CCNC(=O)C(=O)NC2CC2)ccc1F (stereo not given) | -3.3% | 1.2 | -6.4% | i | 0.2% | -9.8% | -2.2% | 10.1% | 41.5
Cc1ccc(-c2csc3ncnc(NCCN4CCOCC4)c23)cc1 | 3.9% | 4.9 | u | 31.6%[57.5 µM] | 65.4% | -2.0% | 0.8% | 0.0% | -9.9
COC(=O)CSc1nnc(CNc2ccc(OC)cc2)n1C | -3.4% | 0.8 | 12.3% | -21.8% | -13.2% | 1.6% | 8.8% | 11.1% | 2.7
Cc1ccccc1OCCC(=O)Nc1ccc(Cl)cc1F | -1.4% | 2.8 | u | i | 23.5% | -1.4% | 8.1% | -20.4% | 0.0
CCNC(=O)C1CCN(S(=O)(=O)c2ccc3c(c2)CCCN3C(C)=O)CC1 | x | 9.3 | 13.7% | 0.1% | -15.9% | x | 0.0% | 12.3% | x
CCS(=O)CCSc1nc2ccccc2s1 (stereo not given) | -0.6% | 2.1 | 0.0% | -25.4% | -14.6% | -5.2% | 18.4% | 21.3% | -19.6
COC(=O)c1ccc(C2Nc3c(C)cccc3-c3cc(C)nn32)cc1 (stereo not given) | x | 8.1 | u | i | -3.0% | x | 12.6µM* | u | x
